# Screening results deposited in PubChem BioAssay by several laboratories.
# ABHD5 PLIN5 PPI: blocks binding of human ABHD5 to perilipin-5; Q00G26+Q8WTS1; Split G. princeps luciferase complementation, luminescence, 4 h; inhibition, % at 4 µM; hit rate 0.78% among 360,000;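 active means inhibition above the mean inhibition across every tested compound plus 3 SD, cut at about 22% in these data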;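 further: 0% = DMSO only wells and the 100% control is not disclosed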
# MC4R antag cAMP: human MC4R antagonism in cAMP assay | inhibition, % at 6.5 µM | hit rate 0.48% among 360,000 | MC4R-expressing cells, MTII-stimulated cAMP, LANCE TR-FRET | P32245;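 active means inhibition above its plate's cutoff, the mean of tested wells on that plate plus 3 SD, cut at about 29% in these data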;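 further: 0% = Melanotan II alone and 100% = Melanotan II plus saturating MCL0020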
#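 Test system: U2OS cells stably expressing human melanocortin 4 receptor (MC4R); also added: Melanotan II challenge; compound: 6.5 µM single dose; timing: 30-min compound preincubation, 1-h Melanotan II challenge, 1-h detection, room temperature; signal: Eu-cAMP/anti-cAMP TR-FRET, emission 671 nm; repeats: one well per compound, no replicates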
# H9c2 protect: modulators protecting cardiomyocytes from myocardial damage; H9c2 cardiomyocytes, H2O2 injury protection, ATPLite, 2 h; protection from H2O2 cell death, % at 20 µM; hit rate 0.63% among 360,000; AID 588492;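 active means compounds giving at least 50% protection of heart cells from peroxide-induced death in the single-dose screen, raw or plate-pattern-corrected value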;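 further: 0% = DMSO wells with peroxide and 100% = DMSO wells without peroxide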
# Glyco luc inh: blocks N-linked glycosylation in D54 reporter cells. D54 ERlucT glycosylation luciferase reporter, 24 h; percent of 100 nM tunicamycin response. reporter increase, % at 12.5 µM. hit rate 0.23% among 360,000;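 active means mean luciferase reporter signal, scaled so untreated is 0 and the glycosylation-blocking control 100, at or above a set limit in every replicate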;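 further: luciferase carries N-glycosylation sites so blocking glycosylation raises the light; 0% = median of neutral control wells and 100% = median of 100 nM tunicamycin wells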
# HTR2A ag: mouse HTR2A agonism via beta-arrestin recruitment. P35363. CHO-K1 mHTR2A beta-arrestin complementation, luminescence; percent of 30 µM serotonin response. activation, % at 7.6 µM. hit rate 0.66% among 360,000. AID 624169;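 active means activation above a run cutoff, the mean activation of all tested compounds plus 3 SD, cut at about 14% in these data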;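 further: 0% = plate median of compound wells and 100% = 30 µM serotonin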
# Target sequence (P35363 whole entry, looked up): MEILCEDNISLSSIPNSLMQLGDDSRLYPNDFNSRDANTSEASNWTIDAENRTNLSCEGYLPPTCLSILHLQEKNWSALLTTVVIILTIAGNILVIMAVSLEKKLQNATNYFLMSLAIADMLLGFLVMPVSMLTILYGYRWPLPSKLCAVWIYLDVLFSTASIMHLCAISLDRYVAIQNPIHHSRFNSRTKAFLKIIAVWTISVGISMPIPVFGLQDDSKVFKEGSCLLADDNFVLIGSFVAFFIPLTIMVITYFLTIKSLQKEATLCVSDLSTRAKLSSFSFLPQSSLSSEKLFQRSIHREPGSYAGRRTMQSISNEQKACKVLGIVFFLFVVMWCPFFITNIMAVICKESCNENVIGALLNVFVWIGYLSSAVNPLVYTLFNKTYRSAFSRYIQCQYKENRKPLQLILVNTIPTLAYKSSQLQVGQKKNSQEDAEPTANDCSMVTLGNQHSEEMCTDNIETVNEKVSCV
# SRC2 inh: inhibits human steroid receptor coactivator 2. Q15596. HEK293 GAL4-SRC2 luciferase reporter, luminescence. inhibition, % at 9 µM. hit rate 0.17% among 370,000;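 active means inhibition above the mean inhibition of all tested compounds plus 3 SD, set per campaign, cut at about 52% in these data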;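 further: 0% = DMSO treated cells and 100% = cells given Gossypol at 36 µM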
# MC4R ag barr: activates human MC4R beta-arrestin recruitment; P32245; U2OS MC4R beta-arrestin complementation, luminescence; percent of melanotan II response, DMSO zero; hit rate 0.98% among 360,000; activation, % at 8.9 µM;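 active means activation above a per-plate cutoff, the mean activation of sample wells on that plate plus 3 SD, cut at about 8% in these data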
# TLR9-MyD88 inh: blocks human TLR9 binding to MyD88; CHO BLA complementation TLR9-MyD88, CCF4 FRET ratio; Q9NR96+Q99836; inhibition, % at 4.98 µM; hit rate 0.21% among 340,000; AID 504734;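 active means inhibition above the mean over all tested compounds plus 3 SD, cut at about 21% in these data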;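 further: 0% = DMSO only wells and 100% = clavulanate BLA inhibitor control wells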
# NOD2 RIPK2 PPI: inhibitors of human NOD2-RIPK2 interaction. inhibition, % at 4.98 µM. CHO BLA complementation NOD2-RIPK2, CCF4 ratio. hit rate 0.38% among 360,000; in the data active means inhibition above about 21%;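 further: 0% = vehicle only and 100% = reference blocker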
# Target sequence (O43353 whole entry, looked up): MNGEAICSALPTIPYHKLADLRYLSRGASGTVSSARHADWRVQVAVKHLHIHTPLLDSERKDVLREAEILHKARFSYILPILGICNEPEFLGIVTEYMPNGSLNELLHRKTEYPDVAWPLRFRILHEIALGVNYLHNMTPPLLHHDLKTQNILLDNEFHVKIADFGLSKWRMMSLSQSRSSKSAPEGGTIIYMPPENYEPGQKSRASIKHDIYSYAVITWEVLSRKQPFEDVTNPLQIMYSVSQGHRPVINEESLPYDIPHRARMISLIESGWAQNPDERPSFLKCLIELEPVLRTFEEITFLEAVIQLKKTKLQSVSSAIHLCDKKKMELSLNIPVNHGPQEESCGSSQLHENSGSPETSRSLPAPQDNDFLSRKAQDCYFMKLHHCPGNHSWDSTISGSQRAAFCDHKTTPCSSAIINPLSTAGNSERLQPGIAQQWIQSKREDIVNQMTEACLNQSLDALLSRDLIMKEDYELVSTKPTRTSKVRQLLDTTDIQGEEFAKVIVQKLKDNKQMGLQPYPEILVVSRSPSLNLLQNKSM
# ABCB6 inh MLPCN: inhibitors of human ABC transporter ABCB6; Q9NP58; K562-ABCB6 porphyrin accumulation, flow cytometry, 1 h; hits give low values; fluorescence ratio to DMSO, % at 10 µM; hit rate 0.19% among 360,000; AID 602162;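 active means fluorescence ratio to DMSO below 75%, the collection mean minus 3 SD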;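 further: signal is porphyrin accumulated inside mitochondria; 100% equals median channel fluorescence of DMSO control wells; lower ratio means ABCB6 inhibition with less porphyrin fluorescence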
# * hit, by the source's call; · = not tested or not shown.
# Sample of the layout:
SMILES,ABHD5 PLIN5 PPI,MC4R antag cAMP,H9c2 protect,Glyco luc inh,HTR2A ag,SRC2 inh,MC4R ag barr,TLR9-MyD88 inh,NOD2 RIPK2 PPI,ABCB6 inh MLPCN
Cc1cccc(C)c1NC(=O)CN1N=NC2C(=O)N(c3cccc(Cl)c3)C(=O)C21 (centres undefined),-7,3,-2,2,-3,2,-1.0,1,-5,97
O=C(CSc1n[nH]c(-c2ccncc2)n1)c1cccc([N+](=O)[O-])c1,-5,-3,1,1,-1,-8,-0.4,·,-12,91

# The whole of this part, from the first entry:
SMILES,ABHD5 PLIN5 PPI,MC4R antag cAMP,H9c2 protect,Glyco luc inh,HTR2A ag,SRC2 inh,MC4R ag barr,TLR9-MyD88 inh,NOD2 RIPK2 PPI,ABCB6 inh MLPCN
Cc1cccc(C)c1NC(=O)CN1N=NC2C(=O)N(c3cccc(Cl)c3)C(=O)C21 (centres undefined),-7,3,-2,2,-3,2,-1.0,1,-5,97
O=C(CSc1n[nH]c(-c2ccncc2)n1)c1cccc([N+](=O)[O-])c1,-5,-3,1,1,-1,-8,-0.4,·,-12,91
O=C(NCCOc1ccccc1)c1ncn[nH]1,8,1,1,2,4,-1,-0.1,12,0,99
CC(C)(CO)NCc1cc(Br)ccc1OCc1ccccc1,1,13,6,0,-1,-5,-0.8,12,4,98
Cn1c2ccccc2n2c(=O)c(=O)n(CC(=O)c3ccc(F)cc3)nc12,-5,8,-4,2,1,-14,-0.7,0,7,100
CN(C)S(=O)(=O)c1cccc(-c2nnc(SCC(=O)NCCCCCC(=O)O)n2-c2ccc(F)cc2)c1,16,-3,0,0,4,-32,4.3,7,-1,86
CCCSc1nsc(NC(=O)CC)n1,-3,0,-11,-3,-1,-71,-1.1,6,3,100
O=C(O)c1cccc(-c2ccc(/C=N/Nc3nn[nH]n3)o2)c1,-5,-15,-1,-1,5,5,0.4,-2,3,99
CCC(=O)Nc1c2c(nn1-c1ccc(C)cc1C)CSC2,-7,7,5,1,1,-7,-0.7,2,2,100
Cn1cccc1/C=N/NC(=O)CSc1nc2ccccc2n1C,4,7,3,-2,0,-5,-0.7,9,-6,93
CC(C)(C)C(=O)OCOC(=O)[C@@H]1N2C(=O)[C@@H](N=CN3CCCCCC3)[C@H]2SC1(C)C,-14,13,3,1,3,-1,2.2,-7,-12,101
COc1ccccc1CCNC(=O)CCn1c(=O)c2cccn2c2ccc(F)cc21,-4,14,6,-1,7,4,-3.7,-6,0,96
O=c1c2ccccc2nc(COc2ccccc2)n1/N=C/c1ccc(O)cc1O,-1,19,50,-7,-3,-7,-0.4,8,-4,98
CC1=C(C(=O)N2CCCCC2)C(c2cccs2)C2=C(CCCC2=O)N1 (centres undefined),0,-3,3,0,0,-6,-0.8,3,-18,94
CCOC(=O)c1c(-c2ccncc2)csc1N,3,12,-1,7,-2,-17,-0.7,-15,-5,94
Cc1cc(C)c(S(=O)(=O)N2C[C@H]3CON(C)[C@H]3C[C@H]2c2ccc(N3CCCCC3)cc2)c(C)c1,7,·,0,-3,-4,3,·,·,-3,117
O=C(CSc1ccc2nnc(-c3ccncc3)n2n1)Nc1ccccc1F,4,7,0,1,1,-13,-0.7,4,-17,97
CCN(CC)CCCNC(=O)C1CCN(C(=O)c2oc3cc4sc(N(C)C)nc4cc3c2C)CC1,4,-2,3,-2,3,-26,-1.2,0,0,96
CCc1noc(C)c1C(=O)OCC(=O)c1ccccc1OC,-3,3,0,1,1,-10,-0.4,-8,-1,90
O=C(CSc1nnc(-c2ccc(F)cc2)c2ccccc12)NCC1CCCO1 (centres undefined),3,2,16,-1,-5,-5,-2.1,10,0,100
O=C(Nc1ccc2c(c1)OCCO2)C1CCCN(S(=O)(=O)c2cccnc2)C1 (centres undefined),9,6,-6,1,-2,8,-0.8,-15,-2,95
Cc1cc(C)n(-c2nc3ccccc3nc2N2CCN(S(=O)(=O)c3ccc(F)c(C)c3)CC2)n1,-2,-2,10,-6,-2,-16,0.5,12,8,99
O=C(Cn1nnc(-c2ccccc2F)n1)OCC(=O)c1ccccc1,6,3,2,1,1,17,0.5,-5,-3,102
Cc1cc(C)c(S(=O)(=O)N2CCCCC2CCNC(=O)C(=O)NCc2ccco2)c(C)c1 (centres undefined),3,4,-6,-1,-2,11,-3.0,-9,0,98
C=C(C)Cn1c(SCC(=O)N/N=C/c2cccc(O)c2)nc2ccccc2c1=O,-4,3,4,5,-6,-13,2.0,13,-4,100
C=CCC[C@@H](Cc1ccc(F)cc1)C(=O)OC[C@@H](Cc1c[nH]c2ccccc12)NC(=O)[C@H](CC=C)CC(=O)N[C@H](CO)Cc1ccccc1,9,15,-4,-3,6,11,10*,-7,0,100
Cn1c(=O)c2c(nc(CCc3ccccc3)n2C)n(C)c1=O,-2,11,12,0,6,8,-0.7,-8,-6,99
Cc1ccc(NC(=O)CN(C)C(=O)COC(=O)COc2ccc(C#N)cc2)cc1,-4,12,-3,2,7,-6,-3.3,8,6,94
CC(C)C[C@@H](CO)N1CCN(CCCc2ccccc2)CCC1=O,1,-1,4,2,-8,-37,-1.8,5,8,100
COC(=O)[C@]12CCCCC=C1N(Cc1ccco1)C(=O)[C@H](CC(=O)N1CCN(C(=O)C3CC3)CC1)C2,7,·,·,·,1,3,·,·,-7,97
O=C(Nc1c(C(=O)N2CCOCC2)cnn1-c1ccccc1)c1ccc([N+](=O)[O-])cc1,5,11,-1,3,-3,-16,-2.6,1,-3,99
CC1C(=O)N(Cc2cn(CCC3OCCO3)nn2)CCS(=O)(=O)N1Cc1ccc(-c2ccc(Cl)cc2)cc1 (centres undefined),-3,4,-6,-2,3,11,-2.2,9,-10,88
O=C(Nc1ccccc1)N(Cc1ccccc1)CC(O)C(F)(F)F (centres undefined),2,-2,-4,-1,2,10,-0.1,-2,-6,95
CC(C)CC1(C(=O)O)NC(c2ccccc2O)C2C(=O)N(C(C)C)C(=O)C21 (centres undefined),2,1,-2,2,1,-35,-0.4,-2,8,98
Cc1ccnc(SCc2cc(=O)c(OC(=O)c3ccc(S(=O)(=O)N4CCCC4)cc3)co2)n1,1,13,-2,4,6,10,0.7,4,-4,98
CCN1CCN(C(=O)C2CCC(CNS(=O)(=O)c3ccccc3)CC2)CC1 (centres undefined),3,1,6,-3,-7,0,-1.8,13,-12,106
FC(F)c1nc2nc(Cl)c(Cl)nc2[nH]1,2,22,1,0,3,-8,-1.7,-8,-7,101
O=C(Cn1cnc2c(NCc3ccccc3)ncnc21)N1CCN(c2ccccn2)CC1,2,0,-6,-2,4,-7,-2.7,-8,-6,101
NC1=C([N+](=O)[O-])C(c2ccccc2)C2=C(CCCC2=O)O1 (centres undefined),8,6,11,-1,0,7,1.3,2,-3,114
CC1CCCCN1CCNC(=O)Cn1nc(-c2ccccc2)ccc1=O (centres undefined),6,1,2,-1,0,-12,0.6,2,-3,100
COC(=O)Cc1ccc(NC(=S)Nc2ccccn2)cc1,-3,24,-13,0,-1,-36,-2.2,-4,2,94
Nc1ncccc1C(=O)OCC(=O)NC1CCCCCC1,-9,5,3,1,-4,6,-0.6,10,9,99
COc1ccc(CNC(=O)CN2C(=O)C3CCCN3c3ncc(Cl)cc32)cc1 (centres undefined),10,10,12,2,3,12,-0.2,2,3,102
Cc1cc2sc(C(=O)O)c(C)c2s1,4,11,-3,1,1,4,-1.1,-6,-6,99
O=C(Nc1nccs1)c1ccc(F)c(S(=O)(=O)N2CCOCC2)c1,-1,7,2,1,-6,-5,-3.5,-1,-3,93
CC(=O)Nc1ccc(OS(=O)(=O)c2ccc([N+](=O)[O-])cc2)cc1,0,6,-2,1,1,5,-4.5,2,1,91
O=C(O)c1ccccc1C(=O)Nn1cnnc1,2,5,6,2,1,-10,-1.1,1,-4,97
Brc1ccc(NC2=Nc3ccccc3CC2)cc1,7,3,-20,-6,0,-67,0.0,-2,-1,99
COc1ccc2c(/C=C/c3cc[n+](C)cc3)c[nH]c2c1,1,-32,3,-7,3,17,-0.6,4,3,605
CC(C)CCNC1c2ccccc2C(=O)N1Cc1ccccc1 (centres undefined),-4,1,1,-2,-9,1,-1.6,2,1,95
COc1ccc(C(=O)COC(=O)CCC(=O)c2cccs2)cc1,3,9,2,0,-1,0,-1.4,5,-8,104
CC1(C(=O)NS(=O)(=O)c2cccc(OC(F)F)c2)CCN1C(=O)CCc1cccs1 (centres undefined),-5,5,4,2,3,-18,-1.7,·,2,99
CC1(C)CC(=O)C(C=NCC2CCN(C(=S)Nc3ccccc3)CC2)=C(O)C1,-4,3,0,0,3,2,-0.7,·,-9,97
CCc1cc(=O)oc2cc(OCC(=O)OC)c(Cl)cc12,-1,16,1,-2,3,-5,0.8,0,-7,96
COc1ccccc1N/C=C/c1onc(C)c1[N+](=O)[O-],5,-8,-18,-20,-1,-8,-1.8,13,1,108
COc1ccc(-c2csc(NC(=S)NC(=O)c3ccco3)n2)cc1,-3,-4,-4,2,2,4,3.6,-6,-10,94
O=C1CS/C(=C/C(=O)c2cccc(Cl)c2)N1,-9,-4,3,0,7,-12,-0.2,-5,-14,83
COc1cccc(NC(=O)N2CCC(NC(=O)c3ccco3)CC2)c1,7,2,-1,1,-1,-47,0.3,3,-6,92
COc1ccccc1C1CCN(C(=O)c2cccs2)CC1,4,-4,11,1,3,-20,0.0,·,-8,90
CNC(=O)CN1C(=O)NC(c2ccccc2)(c2ccccc2)C1=O,6,-4,-3,0,-6,-15,0.2,-5,-12,88

# Remaining list, next part.
SMILES,ABHD5 PLIN5 PPI,MC4R antag cAMP,H9c2 protect,Glyco luc inh,HTR2A ag,SRC2 inh,MC4R ag barr,TLR9-MyD88 inh,NOD2 RIPK2 PPI,ABCB6 inh MLPCN
COc1ccc(/C(C)=N/NS(=O)(=O)c2ccccc2)c(OC)c1,0,8,-4,2,4,32,2.4,-4,6,99
COc1cccc(N2C(=O)C3NN=C(C(=O)CN4C(=O)c5ccccc5C4=O)C3C2=O)c1 (centres undefined),-5,-67,2,3,2,-14,1.1,·,-5,97
COC(=O)CCCC1=CC2=CC(=O)C(C)(OC(=O)c3cccs3)C(=O)C2=CN1c1ccccc1 (centres undefined),-7,-3,-1,0,2,13,-1.6,0,1,87
CN(C)c1ccc(NC(=O)CCn2c(=S)oc3ccccc32)cc1,-1,-4,-7,-2,-2,-36,-2.4,9,1,109
CCOC(=O)c1c(NC(=O)CCC(=O)NCc2ccco2)sc2c1CCCC2,-4,3,-1,3,-4,15,3.3,7,5,93
COc1cc(C(=O)NCCNC(=O)C2CCCNC2=O)cc(OC)c1OC (centres undefined),-4,6,-5,0,-1,-7,-0.8,7,5,99
COc1ccc(Br)cc1CN(C)C(=O)c1ccncc1,-4,-8,3,0,5,1,-1.7,-3,-5,101

# Only part of the results is shown (hit frequency here may not be typical).
